# Gli-Sufu antag: antagonists of Gli-Sufu signaling. Sufu-KO-LIGHT fibroblasts, Gli luciferase reporter luminescence. inhibition, % at 5 µM. 340,000 compounds, 0.74% hits;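 active = inhibition above about 55%, limit read from the data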;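 also: 0% = DMSO-treated cells and 100% = wells with medium but no cells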
# CXCR6 block: inhibitors of human CXCR6 receptor. CHO-K1 PathHunter CXCR6 beta-arrestin, luminescence. inhibition, % at 20 µM. 360,000 compounds, 0.36% hits. AID 602244; in the data active = inhibition above about 34%, passing the limit was not always enough;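 also: antagonist mode with CXCL16 agonist at 10 nM final; 0% = 10 nM CXCL16 with DMSO and 100% = unstimulated wells without agonist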
# Mdm2-MdmX inh: disrupts the human Mdm2-MdmX interaction; AID 485346; O15151+Q00987; 330,000 compounds, 3% hits; SaOS-2 split-luciferase Mdm2/MdmX complementation, luminescence; inhibition, % at 8 µM;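 active = inhibition of at least 50% at 8 µM in the primary screen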
# Target sequence (O15151 whole entry, looked up): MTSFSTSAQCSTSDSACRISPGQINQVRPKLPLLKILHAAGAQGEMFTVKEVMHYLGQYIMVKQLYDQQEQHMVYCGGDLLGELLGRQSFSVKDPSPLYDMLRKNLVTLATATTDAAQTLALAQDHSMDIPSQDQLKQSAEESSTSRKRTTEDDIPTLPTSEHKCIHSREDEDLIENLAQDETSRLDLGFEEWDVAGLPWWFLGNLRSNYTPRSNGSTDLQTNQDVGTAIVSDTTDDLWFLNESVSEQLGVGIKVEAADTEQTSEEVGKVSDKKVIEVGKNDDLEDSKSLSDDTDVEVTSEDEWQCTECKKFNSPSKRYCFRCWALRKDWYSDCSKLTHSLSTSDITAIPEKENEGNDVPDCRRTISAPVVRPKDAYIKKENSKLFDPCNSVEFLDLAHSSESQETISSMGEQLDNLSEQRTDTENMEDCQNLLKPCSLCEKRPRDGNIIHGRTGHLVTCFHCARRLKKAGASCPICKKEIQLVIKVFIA
# Target sequence (Q00987 whole entry, looked up): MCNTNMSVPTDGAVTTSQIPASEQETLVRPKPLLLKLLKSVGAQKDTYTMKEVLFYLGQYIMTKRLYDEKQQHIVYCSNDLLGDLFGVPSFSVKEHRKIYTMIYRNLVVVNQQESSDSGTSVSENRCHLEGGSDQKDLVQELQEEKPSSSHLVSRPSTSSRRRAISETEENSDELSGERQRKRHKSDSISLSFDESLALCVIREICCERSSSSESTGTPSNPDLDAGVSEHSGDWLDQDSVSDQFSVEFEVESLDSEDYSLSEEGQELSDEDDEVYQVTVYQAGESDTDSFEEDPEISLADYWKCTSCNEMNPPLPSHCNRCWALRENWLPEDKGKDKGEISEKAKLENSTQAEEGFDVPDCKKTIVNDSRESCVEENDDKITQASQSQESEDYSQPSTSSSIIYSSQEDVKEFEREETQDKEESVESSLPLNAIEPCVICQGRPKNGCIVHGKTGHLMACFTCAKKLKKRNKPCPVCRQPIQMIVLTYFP
# CHOP UPR activ: apoptotic UPR (CHOP) activation | 330,000 compounds, 0.34% hits | activation, % at 10 µM | CHO-CHOP luciferase reporter, luminescence; percent of tunicamycin response over DMSO baseline;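 active = at 10 µM dose, activation of 40% or more, normalized to positive control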;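 also: 100% = tunicamycin at 10 µg/mL and 0% = DMSO alone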
#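 Test system: CHO-CHOP cells, stable luciferase reporter of PERK-eIF2a-CHOP signalling | Quantity: 500 CHO-CHOP cells per well | Buffer or medium: F12 plus 10% serum | Compound dosing: 10 µM single point, 0.5% DMSO | Schedule: 6 h compound treatment, 37 °C | Signal: Luciferase luminescence | Control set: Tunicamycin high control, DMSO low control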
# Jurkat NFkB inh: inhibitors of the PMA/ionomycin-induced NF-kB reporter in Jurkat cells; inhibition, % at 4 µM; 330,000 compounds, 0.53% hits; PMA/ionomycin-induced NF-kB luciferase reporter, luminescence; in the data active = inhibition above about 50%
# 697 NFkB inh: inhibitors of the PMA/ionomycin-induced NF-kB reporter in 697 B cells. 697 B-cell NF-kB luciferase reporter, 16 h. inhibition, % at 4 µM. 330,000 compounds, 0.33% hits; in the data active = inhibition above about 35%
# CCR6 antag: CCR6 (human) receptor antagonism | CHO-K1 CCR6 PathHunter beta-arrestin, luminescence, CCL20-stimulated | inhibition, % at 20 µM | 340,000 compounds, 0.49% hits;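 active = compounds whose inhibition of the agonist-driven luminescence signal at 20 µM reaches about 50%, limit read from the data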;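 also: cells stimulated with CCL20 at 14 nM final; plate controls were DMSO with CCL20 for no effect and DMSO without agonist for full effect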
# EBI2 antag: EBI2 (human) antagonism. 360,000 compounds, 0.81% hits. inhibition, % at 5 µM. P32249. EBI2 beta-arrestin recruitment, luminescence, 7a,25-OHC stimulated; in the data active = inhibition above about 38%;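 also: enzyme fragment complementation signal reports receptor beta-arrestin coupling in cells; 0% = agonist plus DMSO wells and 100% = wells without agonist; some results beyond the cut were filed as inactive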
# UPR XBP1 act: adaptive UPR (XBP1) activation | CHO-XBP1 luciferase reporter, IRE1-XBP1 UPR activation, luminescence; percent of tunicamycin response, DMSO as zero | activation, % at 20 µM | 330,000 compounds, 0.33% hits | AID 463104;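 active = versus positive control, 20 µM dose yields 30% or more activation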;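 also: 100% = tunicamycin at 10 µg/mL and 0% = DMSO only wells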
#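 Assay system: CHO-XBP1 luciferase reporter cells; Schedule: 6 h treatment, 37 °C; Detection: glow luminescence from Steady-Glo reagent; Benchmarks: high control tunicamycin 10 µg/mL final, low control DMSO vehicle only.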
# Numbers without * were called inactive; nt = not tested or not shown.
canonical_smiles	Gli-Sufu antag	CXCR6 block	Mdm2-MdmX inh	CHOP UPR activ	Jurkat NFkB inh	697 NFkB inh	CCR6 antag	EBI2 antag	UPR XBP1 act
COc1cc2c(cc1OC)C(Cc1ccccc1[N+](=O)[O-])=NCC2	0.9	-16.9	nt	nt	nt	nt	-4.9	-1.3	nt
CCOC(=O)c1sc(NC(=O)CN2C(=O)C3CC=CCC3C2=O)nc1C (stereo unspecified)	6.2	5.4	12.0	-1.9	3.1	17.7	10.1	-10.1	0.7
COC(=O)c1c(C)oc(C)c1S(=O)(=O)NCc1ccc(Cl)cc1Cl	-2.2	-0.1	12.3	1.7	-2.4	12.6	18.9	1.8	-2.7
COc1ccccc1N(C)S(=O)(=O)c1ccc(C(=O)N2CCC(C(N)=O)CC2)cc1	7.4	0.6	4.4	-0.4	-3.6	21.3	-18.6	-8.9	-0.3
O=C(Nc1nc(-c2ccncc2)cs1)c1ccc(S(=O)(=O)N2CCOCC2)cc1	3.6	13.0	23.0	0.2	19.2	11.1	12.8	7.7	-2.9
COc1ncnc2c1ncn2CC1COC(C)(C)O1 (stereo unspecified)	4.4	4.4	-7.2	-1.2	2.9	-7.7	11.7	-5.7	-0.2
COc1ccc(C(=O)NCC2OCCc3ccccc32)c(O)c1 (stereo unspecified)	-10.5	0.7	-23.3	0.7	-41.8	-15.1	3.2	-5.0	2.9
O=C(CC1S/C(=N\S(=O)(=O)c2ccccc2)N(c2ccccc2)C1=O)Nc1ccc(F)cc1 (stereo unspecified)	0.6	-7.1	2.1	-0.4	-3.9	8.2	-5.2	2.0	-3.7
O=C1CCC(C(=O)OCc2nnc(-c3ccc(Br)cc3)o2)=NN1	-4.7	7.9	-36.1	-0.3	1.7	16.8	-4.0	3.1	1.6
COc1ccccc1-n1cnnc1SCC(=O)N1CCOCC1	7.7	8.2	17.7	0.4	5.3	16.1	6.9	-0.9	-0.4
CN(C)C(=S)N=c1ssc(=S)n1Cc1cccnc1	11.9	3.6	nt	nt	nt	nt	37.3	12.2	nt
COc1ccc(C2C(C(=O)/C=C/c3ccco3)=C(O)C(=O)N2CCN2CCOCC2)cc1OC (stereo unspecified)	-9.1	-0.1	6.0	-0.8	22.4	8.0	2.4	0.3	1.2
CC(C)CC(C(=O)Nc1ccc2c(c1)OCCO2)N1C(=O)c2ccccc2C1=O (stereo unspecified)	-1.9	-7.6	4.7	2.1	-2.3	-5.9	3.2	1.7	1.1
COc1cccc(-c2nc(CS(=O)(=O)CC(=O)NC3CCCCCC3)c(C)o2)c1	-1.1	3.1	17.2	-0.7	-9.0	-31.5	10.2	13.4	-1.9
Cc1cc(C)c(NC(=O)Cn2nnc(C(=O)NCc3cccs3)c2N)c(C)c1	5.5	-0.8	45.8	0.1	-9.4	7.8	-6.3	-4.8	-2.9
CN(C)c1ccc(NC(=O)Nc2ccc3snnc3c2)cc1	-8.0	10.5	1.3	5.6	-40.8	2.1	22.8	6.5	4.0
O=S(=O)(Nc1nc2ccccc2nc1N1CCN(c2ccccn2)CC1)c1ccc(Cl)cc1	10.7	-3.2	nt	nt	nt	nt	1.7	4.1	nt
CCCc1ccc(OCc2ccc(C(=O)N3CCCC3)o2)cc1	-0.2	-6.8	-12.6	3.1	9.4	-81.2	14.9	0.8	-3.0
COc1cccc(C2NC(=O)NC(C)=C2C(=O)Nc2ccc(C)cc2)c1OC (stereo unspecified)	1.1	1.5	13.0	-1.3	-12.0	21.9	14.8	-4.8	-4.1
O=[N+]([O-])c1ccccc1CNC1CCCCCC1	-1.5	-3.6	-12.3	0.3	0.7	21.1	11.2	-8.1	0.3
COc1ccc(Cl)cc1N1C(=O)[C@@H]2C(c3cccc(OC)c3OC)=NO[C@@H]2C1=O	7.7	-1.6	31.9	0.3	8.4	12.8	5.9	-5.7	-1.5
CCCOc1ccc(-c2c(C(=O)N/N=C(\C)c3cccnc3)nnn2-c2nonc2N)cc1	43.6	-1.9	10.4	-1.1	-4.1	-30.7	7.7	-6.0	-1.0
CCOc1ccc(C2C(C(=O)c3cccs3)=C(O)C(=O)N2CCN2CCOCC2)cc1 (stereo unspecified)	3.6	5.5	22.1	0.9	-20.3	17.0	0.7	6.2	1.5
Cc1ccc(/C=C2\C(=O)ON=C2c2ccccc2)o1	5.1	13.2	10.1	2.4	-7.8	-13.5	19.8	3.4	1.7
CN(Cc1ccccc1)C(=O)c1ccc(NC(=O)Cc2ccc([N+](=O)[O-])cc2)cc1	-17.0	3.0	-8.6	0.7	10.6	6.7	7.1	1.3	-1.4
O=C(CC1C(=O)NCCN1CC1CCCCC1)NC1(c2ccccc2)CC1 (stereo unspecified)	13.2	-0.5	25.6	0.0	21.2	14.0	-12.3	9.3	-3.1
CCC(C)(C)n1nnnc1C(c1cc2cc(OC)c(OC)cc2[nH]c1=O)N1CCc2ccccc21 (stereo unspecified)	12.0	11.7	10.0	-2.1	13.5	13.3	14.4	14.4	1.0
CCOc1ccc(CN2CCN(Cc3[nH]c4ccc(OC)cc4c3C)CC2CCO)cc1 (stereo unspecified)	18.5	1.8	21.2	0.4	6.6	15.8	12.1	3.9	-2.0
O=C(O)c1ccc(/C=N/N2CCN(Cc3ccccc3)CC2)cc1	3.3	0.2	5.7	-1.2	1.2	5.7	-1.9	-6.8	-1.6
O=C(Nc1ccc(S(=O)(=O)Nc2nccs2)cc1)c1ccc(F)c(S(=O)(=O)N2CCOCC2)c1	-5.0	-1.8	12.1	-2.4	8.9	19.3	13.1	2.7	0.2
CCC(c1nnnn1CCC(C)C)N1CCC(C(N)=O)CC1 (stereo unspecified)	-0.6	4.8	-1.6	1.6	-12.1	2.8	2.1	-0.7	-0.1
Cc1noc(COc2ccccc2OCc2onc(C)c2Cl)c1Cl	5.1	0.0	4.7	4.9	12.6	-6.2	8.9	2.9	3.3
O=C1c2ccccc2C(=O)N1CCc1csc(NNc2nc(CCN3C(=O)c4ccccc4C3=O)cs2)n1	-0.9	3.9	14.4	-1.0	-2.8	8.7	14.5	-1.5	-6.2
Cn1cc(CN2CCCCC2C(=O)Nc2ccc(-n3cccn3)cc2)cn1 (stereo unspecified)	11.9	1.9	-1.4	0.6	6.8	6.4	6.7	4.5	-4.6
CCn1cc(C(=O)N2CCOCC2)c(=O)c2cc(S(=O)(=O)N(C)C3CCCCC3)ccc21	2.3	7.3	20.2	-2.5	-10.4	-5.1	6.2	-5.3	1.2
O=C(O)CCCC(=O)Nc1ccc(C(=O)NCc2cccnc2)cc1	-0.3	-0.3	-43.6	-1.0	-0.2	22.4	-12.8	-3.1	-0.8
COCCN=c1scc(-c2cccs2)n1/N=C/c1ccc(O)c(O)c1O	-1.0	-6.3	-1.9	346.9*	-1.5	-9.2	24.4	2.3	7.9
O=C(CS(=O)(=O)c1cn(Cc2cccc(F)c2)c2ccccc12)N1CCCCC1	9.0	-1.5	10.6	0.5	1.8	-14.4	17.4	38.0	-1.8
CCN(CC)CC#CCC(OC)(c1ccccc1)c1ccccc1	-0.1	-2.8	-12.8	1.9	-6.9	-16.9	5.7	-0.7	-2.5
CCN1C(=O)[C@H]2[C@@H](c3ccc(Cl)cc3)N3C(=O)CN(CC4CC4)C(=O)[C@@]3(Cc3ccccc3)[C@H]2C1=O	-9.9	-5.0	10.1	1.0	-1.4	7.1	-4.7	2.1	0.2
Cc1cc(C(=O)NCC(=O)OCC(=O)N(C(C)C)C(C)C)ccc1[N+](=O)[O-]	-5.7	-0.5	15.2	5.8	8.6	-3.8	-1.3	3.8	0.8
CCSc1oc(-c2ccco2)nc1S(=O)(=O)c1ccc(F)cc1	5.8	1.9	8.3	-1.8	-1.4	-5.8	10.3	-7.0	0.7
COc1ccc(-c2csc(NC(=O)[C@H](C)N3C(=O)C4CC=CCC4C3=O)n2)cc1OC (stereo partly specified)	-3.3	-0.3	-9.6	1.9	2.7	11.4	-3.1	-12.0	0.4
CCOC(=O)c1sc2nc3c(cc2c1N)COC(C)(C)C3	-68.7	-10.8	-146.4	6.1	-115.2	-140.1	5.3	-12.1	1.4
O=C(COC(=O)c1cccc(S(=O)(=O)NCc2ccccc2)c1)NC1CC1	7.9	1.7	2.4	1.1	-4.9	3.0	-2.2	0.6	3.4
COc1ccc(S(=O)(=O)N2CCCCC2)cc1NC(=O)CN1CCN(C(C)=O)CC1	-5.5	-5.6	7.2	-0.1	1.6	-4.8	5.6	3.9	-1.2
CCCc1[nH]nc2c1C(c1ccc(OC)c(Cn3nc(C)c(Br)c3C)c1)C(C#N)=C(N)O2 (stereo unspecified)	24.9	2.7	4.9	5.1	9.3	-34.1	36.4	10.6	0.2
CC(Oc1ccc(F)cc1)C(=O)NN (stereo unspecified)	0.8	2.0	-2.5	-3.2	3.2	4.6	14.4	0.8	-2.2
Cc1cc(C)c(C)c(S(=O)(=O)NC2CCCCC2)c1C	-0.4	-0.3	0.5	1.0	-20.9	15.8	4.5	12.9	-4.7
O=C1C2C3C=CC(C3)C2C(=O)N1c1cccc2cccnc12 (stereo unspecified)	4.1	-10.6	37.9	-1.1	-9.7	22.0	-19.0	7.6	-1.1
CCOC(=O)C1C(=O)C=C(c2ccc(C)cc2)CC1c1ccc([N+](=O)[O-])cc1 (stereo unspecified)	16.9	0.2	nt	nt	nt	nt	8.9	22.0	nt
Cc1ccccc1NC(=O)NC(C)(C)CC(C)(C)C	10.8	-3.8	22.1	1.4	-1.5	4.8	6.0	-1.7	0.1

# From PubChem BioAssay

# No enrichment for hits; 5% or so of the library scored in one or more.
